Screening data deposited in PubChem BioAssay by several laboratories.
CD11b adhes inh – inhibitors of CD11b/CD18 adhesion to fibrinogen, primary screen, K562 cells, luminescence | Integrin beta-2 (Homo sapiens) + Integrin alpha-M (Homo sapiens), P05107+P11215 | ATPlite luminescence; Mn2+ added to activate the integrin | inhibition, % at 10 µM | hit rate 0.54% among 93,000 | AID 1497, 2009;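 active means primary inhibition of 50% or more at 10 µM, then 40% or more on retest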; further: some results filed as inactive read as strong as hits
MT1-MMP txn act – MT1-MMP promoter reporter activation – cell-based, luciferase luminescence, primary screen; HT1080 MT1-MMP promoter luciferase reporter, overnight; hits give high values; activation factor at 10 µM; hit rate 0.16% among 86,000;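 active means activation factor of at least 2 for MT1-MMP transcription at 10 µM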
ERb SRC1 inh – inhibitors of ERβ-SRC1 coactivator interaction, primary screen, biochemical, TR-FRET, ERβ LBD, SRC-1 peptide | Estrogen receptor beta (Homo sapiens), Q92731 | hit rate 1.3% among 86,000 | inhibition, % at 25.6 µM | TR-FRET ER-beta LBD / SRC1-Cy5 peptide binding; receptor agonist-loaded with 1 µM estradiol;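 active means compounds whose percent inhibition of the receptor-coactivator binding signal exceeds about 50% in the single-dose screen, limit read from the data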;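 further: 0% = receptor plus peptide wells without compound and 100% = peptide-only wells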
Target sequence (Q92731 whole entry, looked up, the tested form may be a part): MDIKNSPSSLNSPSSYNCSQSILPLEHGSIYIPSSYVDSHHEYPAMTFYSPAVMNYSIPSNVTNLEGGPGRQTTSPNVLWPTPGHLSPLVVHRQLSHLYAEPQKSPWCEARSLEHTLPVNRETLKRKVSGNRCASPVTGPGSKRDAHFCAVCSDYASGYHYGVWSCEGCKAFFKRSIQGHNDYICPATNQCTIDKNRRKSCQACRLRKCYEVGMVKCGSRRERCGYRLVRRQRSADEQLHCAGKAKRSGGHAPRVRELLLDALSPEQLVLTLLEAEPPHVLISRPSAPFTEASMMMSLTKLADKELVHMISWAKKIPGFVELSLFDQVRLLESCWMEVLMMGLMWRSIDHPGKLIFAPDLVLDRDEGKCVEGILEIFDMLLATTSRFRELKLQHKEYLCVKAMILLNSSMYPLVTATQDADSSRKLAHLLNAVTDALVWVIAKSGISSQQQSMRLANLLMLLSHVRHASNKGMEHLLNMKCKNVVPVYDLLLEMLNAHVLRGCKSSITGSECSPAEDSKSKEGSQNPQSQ
FAK blocker – FAK kinase inhibitors, primary screen, biochemical; AID 727, 2007; Focal adhesion kinase 1 (Homo sapiens), Q05397; inhibition, %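 (tested at 7 µM)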; hit rate 0.84% among 97,000; biochemical FAK kinase activity assay; in the data active means inhibition above about 19%;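 further: 0% = DMSO and 100% = reference compound high control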
ERa coact inh – ERα–SRC-1 coactivator interaction inhibitors, primary screen, biochemical, TR-FRET, ERα LBD, estradiol-bound; Estrogen receptor (Homo sapiens), P03372; hit rate 1.7% among 86,000; inhibition, % at 25.6 µM; AID 629, 2007; TR-FRET ER-alpha LBD / SRC-1 peptide; in the data active means inhibition above about 50%;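 further: 0% = receptor plus peptide control and 100% = peptide only without receptor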
Mac1 fbg enh – enhancers of CD11b/CD18 adhesion to fibrinogen, primary screen, K562 cells, luminescence | activation, % at 10 µM | ATPlite luminescence | hit rate 0.07% among 93,000 | Integrin beta-2 (Homo sapiens) + Integrin alpha-M (Homo sapiens), P05107+P11215;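 active means 10 µM primary screen giving 50% or more activity, confirmed by 40% or more on retest at that dose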; further: strong numbers were not always called active; reference of the scale not given here
ERa coact pot – enhancers of ERα–SRC-1 coactivator binding, primary screen, biochemical, TR-FRET, ERα LBD, low estradiol; coactivator binding (% of control), % at 25.6 µM; hit rate 1.3% among 86,000; TR-FRET ERalpha-LBD/SRC-Cy5 coactivator binding, 2 h; 100 = basal binding, no effect; Estrogen receptor (Homo sapiens), P03372; in the data active means activity above about 200%;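 further: binding measured in presence of low estradiol as agonist stimulus; 0% = peptide alone without receptor and 100% = receptor with peptide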
E coli WT exp – growth inhibitors of wild-type E. coli, primary screen, strain BW25113, expanded library, OD600; OD600 absorbance; hit rate 0.15% among 98,000; growth inhibition, % at 100 µM; AID 710, 2007;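 active means growth inhibition above about 50% at one test dose, limit read from the data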;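 further: growth measured after 20 h incubation at 37 °C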
PLAP activator – PLAP enzyme activators, biochemical, luminescence, HTS; purified PLAP enzyme, luminescent substrate read-out; hits give high values; activation fold at 20 µM; hit rate 1.2% among 96,000; in the data active means activation fold above about 2
Target sequence (P05187 whole entry, looked up): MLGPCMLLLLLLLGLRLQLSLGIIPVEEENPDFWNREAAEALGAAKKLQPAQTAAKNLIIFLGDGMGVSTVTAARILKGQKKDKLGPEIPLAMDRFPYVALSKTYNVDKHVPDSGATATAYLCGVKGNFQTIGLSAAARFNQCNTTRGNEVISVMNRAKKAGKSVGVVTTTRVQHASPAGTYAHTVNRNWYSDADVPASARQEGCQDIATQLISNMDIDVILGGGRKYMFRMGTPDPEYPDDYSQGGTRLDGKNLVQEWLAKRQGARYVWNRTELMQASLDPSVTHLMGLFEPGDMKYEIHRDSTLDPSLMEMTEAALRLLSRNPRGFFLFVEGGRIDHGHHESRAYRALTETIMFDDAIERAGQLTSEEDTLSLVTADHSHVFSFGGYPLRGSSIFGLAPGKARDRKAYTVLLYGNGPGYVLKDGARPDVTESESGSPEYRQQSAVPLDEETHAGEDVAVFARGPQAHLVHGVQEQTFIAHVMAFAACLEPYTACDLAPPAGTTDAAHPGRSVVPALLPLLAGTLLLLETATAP
Numbers without * were called inactive; x = not tested or not shown; [ ] = dose if it differs, or a comment.

SMILES | CD11b adhes inh | MT1-MMP txn act | ERb SRC1 inh | FAK blocker | ERa coact inh | Mac1 fbg enh | ERa coact pot | E coli WT exp | PLAP activator
COCCN1C(=O)c2oc3ccccc3c(=O)c2C1c1ccc(C(=O)OC)cc1 (stereo unspecified) | -3.6 | 1.1 | -8.8 | x | 2.3 | -7.0 | 115.1 | -4.0 | 1.2
N#CCSCC(=O)Nc1ccc(F)cc1 | -35.9 | 1.1 | 5.4[fluorescence artefact?] | 1.1 | 2.2 | -1.0 | 105.0 | 7.0 | 0.9
O=C(NCC(=O)N(Cc1cccs1)C(C(=O)NC1CCCC1)c1ccco1)c1cccs1 (stereo unspecified) | -0.8 | 1 | 46.9 | -0.2 | 10.7 | -1.1 | 110.2 | 8.0 | 1.3
O=C(O)CCSc1nc(C(F)(F)F)cc(=O)n1-c1ccccc1 | -7.3 | x | x | -2.8 | x | 1.3 | x | 2.0 | 1.2
Cc1onc(-c2ccccc2)c1C(=O)N[C@@H]1C(=O)N2[C@@H]1SC(C)(C)[C@@H]2C(=O)O | x | 1.2 | 2.5 | x | -2.9 | x | 107.5 | x | x
COc1ccc(OC)c2[nH]c(=O)c(CCNC(=O)C(C)(C)C)cc12 | -49.2 | 1 | -10.8 | x | -8.6 | -5.5 | 100.3[fluorescence artefact?] | 4.0 | 1.1
COc1ccc(-n2nc(C(=O)NCC(=O)Nc3cccc(C)n3)c3ccccc3c2=O)cc1 | 4.0 | 1.1 | 12.6[fluorescence artefact?] | -3.1 | 26.0 | -4.7 | 166.0[fluorescence artefact?] | -15.0 | 1
COCCCN=CC1=C(O)CC(C)(C)CC1=O | 13.9 | x | x | 1.1 | x | -3.7 | x | 2.0 | 1.1
Cn1c(SCc2nc(-c3ccccc3)no2)nnc1-c1ccco1 | x | 1.1 | -7.9 | -0.4 | -0.7 | x | 97.2 | 4.0 | 0.9
CC(C)c1ccc(/C=C/C(=O)n2nnc3ccccc32)cc1 | 20.7 | x | x | 0.4 | x | 4.9 | x | -8.0 | 0.9
Cc1cccc(NC(=O)Nc2ccc(C#N)cc2)n1 | 8.1 | x | 28.2 | x | 48.0[fluorescence artefact?] | 19.8 | 166.7[fluorescence artefact?] | 4.0 | 1
CN1CC=C2C(C#N)=C(N)C(C#N)(C#N)C(Cc3ccccc3)C2C1 (stereo unspecified) | 2.8 | 1.1 | -9.7 | -0.5 | -9.2 | 2.5 | 111.6 | 3.0 | 1.3
Cc1ccc2cc3cc(C(=O)N4CCCCCC4)oc3nc2c1 | 12.0 | 0.7 | x | -2.0 | x | -1.1 | x | 2.0 | 1.1
CCCCCSc1nc2c(c(=O)[nH]c(=O)n2C)n1C(C)C | 3.3 | 1 | x | 5.1 | x | -1.6 | x | 2.0 | 1
CCOc1ccc(C2Nc3cccc4cccc(c34)N2)cc1OC | x | 1.4 | 6.5[fluorescence artefact?] | 0.2 | -4.3[fluorescence artefact?] | x | 77.2[fluorescence artefact?] | x | x
O=C(NCc1ccco1)c1nc2ccccc2s1 | -28.0 | 1.4 | -5.7 | 4.6 | -4.1 | 8.1 | 107.1 | -1.0 | 0.8
CCn1nc(C(=O)OCC(=O)c2ccc3c(c2)OCCO3)c2ccccc2c1=O | -4.0 | 1.1 | -2.9 | -2.5 | -21.4 | -2.7 | 116.0 | 1.0 | 0.9
O=C(OCc1ccccc1Cl)c1ccc(-n2cnnc2)cc1 | 25.1 | 1 | -7.6 | -1.4 | -5.0 | -6.0 | 106.1[fluorescence artefact?] | -11.0 | 1
CC1CC(=O)Nc2ccccc2S1(=O)=O (stereo unspecified) | -8.4 | 1.2 | 0.8 | x | -3.1 | -0.9 | 96.0 | -6.0 | 1.1
CC(C)(C)NC(=O)COC(=O)c1nsc(Cl)c1Cl | x | 1.1 | 2.7 | -0.1 | -2.8 | x | 101.8 | x | x

Taken from above.
Under FAK blocker, CC(C)c1ccc(/C=C/C(=O)n2nnc3ccccc32)cc1 has the entry 0.4
Under ERb SRC1 inh, CCn1nc(C(=O)OCC(=O)c2ccc3c(c2)OCCO3)c2ccccc2c1=O has the entry -2.9

2 of the compounds above, with two lines to a compound.
Values run as follows: CD11b adhes inh | MT1-MMP txn act | ERb SRC1 inh | FAK blocker | ERa coact inh | Mac1 fbg enh | ERa coact pot | E coli WT exp | PLAP activator
CC(C)c1ccc(/C=C/C(=O)n2nnc3ccccc32)cc1
→ 20.7 | x | x | 0.4 | x | 4.9 | x | -8.0 | 0.9
Cc1cccc(NC(=O)Nc2ccc(C#N)cc2)n1
→ 8.1 | x | 28.2 | x | 48.0[fluorescence artefact?] | 19.8 | 166.7[fluorescence artefact?] | 4.0 | 1

Next structures follow:
SMILES | CD11b adhes inh | MT1-MMP txn act | ERb SRC1 inh | FAK blocker | ERa coact inh | Mac1 fbg enh | ERa coact pot | E coli WT exp | PLAP activator
O=C(O)CNS(=O)(=O)c1ccc(Br)s1 | -7.1 | 0.9 | 0.1 | x | 1.4 | 5.7 | 118.1 | -7.0 | 1.6
Cn1c(-c2ccc(Br)cc2)cnc1NCc1cccnc1 | -0.2 | 1.3 | -4.3 | -0.5 | -6.2 | 3.1 | 99.4 | 13.0 | 1.1
COCCN(CCOC)c1ncnc2c1cnn2-c1ccc(Cl)cc1 | -19.3 | 1.2 | -5.7 | -0.9 | -4.6 | -1.1 | 142.7 | 2.0 | 1.3
CN1C(=O)C(O)(CC(=O)c2ccncc2)c2ccccc21 (stereo unspecified) | 8.6 | 1.2 | -7.8 | 0.3 | -3.7 | -2.7 | 96.7 | 7.0 | 0.9
O=C1CC(NCc2ccccc2F)C(=O)N1c1ccccc1 (stereo unspecified) | 3.4 | 1 | -6.3 | 2.3 | -13.8 | -3.1 | 119.0 | 6.0 | 1.1
CC1=CC(C)C(C(=O)O)C(C(=O)O)C1 (stereo unspecified) | -6.9 | 1.2 | 4.3 | -0.2 | 6.7 | -0.9 | 101.2 | 6.0 | 1.6
CCn1c(=N)c(C(N)=O)cc2c(=O)n3cccc(C)c3nc21 | x | 1.2 | 36.8 | 6.5 | 50.0* | x | 64.7[fluorescence artefact?] | x | x
CCCCC(C(=O)NC1CCCC1)N(Cc1ccco1)C(=O)Cn1nnc(-c2ccc(F)cc2)n1 (stereo unspecified) | 14.8 | x | x | 3.3 | x | -3.5 | x | -21.0 | 2.2*
CCC(=O)N(Cc1cc(=O)[nH]c2ccccc12)c1cccc(C)c1 | 5.0 | 1.2 | -6.5 | 3.7 | 0.0 | 3.1 | 119.0[fluorescence artefact?] | 2.0 | 1.3
COc1ccc(CCNC(=O)NC23CC4CC(CC(C4)C2)C3)cc1OC | 14.4 | 1.2 | -6.6 | 5.9 | -4.1 | 2.9 | 109.0 | 3.0 | 1.1
Clc1ccc(-c2cn3c(n2)CCC3)cc1 | 5.0 | 1.7 | -19.7 | 2.5 | -22.6 | 4.3 | 103.5 | 21.0 | 0.9
COC(=O)c1sc(S(=O)(=O)N2CCCCC2C(=O)O)c(C(=O)OC)c1C (stereo unspecified) | 2.5 | x | x | -3.8 | x | -0.9 | x | -3.0 | 1.1
O=C(C1CCCC1)N(c1ccccc1)C1C=CS(=O)(=O)C1 (stereo unspecified) | -6.5 | 1 | -1.6[fluorescence artefact?] | x | 4.5[fluorescence artefact?] | 3.0 | 116.4 | 2.0 | 1.2
Cc1nn(-c2ccccc2)c2sc(C(=O)N3CCc4ccccc4C3)cc12 | -2.0 | 1 | 11.6 | x | 10.3 | -0.6 | 127.7 | -10.0 | 1.4
CCOc1cc(C(=O)Nc2c(C)ccc3nsnc23)cc(OCC)c1OCC | x | 1.2 | 18.8 | 0.8 | 8.2 | x | 78.1 | x | x
O=C(Nc1ccccn1)C1COc2ccccc2O1 (stereo unspecified) | x | 1.6 | 28.9 | 0.1 | 27.1 | x | 89.1 | x | x
COCCn1c(N)c(C(=O)Nc2sc3c(c2C(=O)OC)CCCC3)c2nc3ccccc3nc21 | -36.8 | 1.1 | 0.3 | -2.2 | -3.5[fluorescence artefact?] | 33.2 | 94.4[fluorescence artefact?] | -9.0 | 1.4
COC(=O)CSc1nnc(-c2ccccc2OC)o1 | 8.9 | 1 | -6.8 | -2.1 | -2.5 | 1.9 | 113.2 | 4.0 | 1.2
O=C(NC(Cc1ccccc1)C(=O)O)c1ccccc1 (stereo unspecified) | 2.6 | 1.1 | -2.8 | x | 1.6 | 0.4 | 97.9 | 4.0 | 1
Cc1nc2ncnn2c(N2CCN(C(=O)c3cccc(F)c3)CC2)c1Cc1ccccc1 | -5.4 | 1.1 | -7.2 | x | -6.0 | -1.6 | 112.4 | 1.0 | 1.2

The closing 2 compounds of the part above come first, to join the parts:
SMILES | CD11b adhes inh | MT1-MMP txn act | ERb SRC1 inh | FAK blocker | ERa coact inh | Mac1 fbg enh | ERa coact pot | E coli WT exp | PLAP activator
O=C(NC(Cc1ccccc1)C(=O)O)c1ccccc1 (stereo unspecified) | 2.6 | 1.1 | -2.8 | x | 1.6 | 0.4 | 97.9 | 4.0 | 1
Cc1nc2ncnn2c(N2CCN(C(=O)c3cccc(F)c3)CC2)c1Cc1ccccc1 | -5.4 | 1.1 | -7.2 | x | -6.0 | -1.6 | 112.4 | 1.0 | 1.2
O=C(Cn1c(O)c(/C=C2\C=Nc3ccc(Br)cc32)sc1=O)N1CCCC1 | 23.6 | x | x | 9.5 | x | -4.5 | x | -8.0 | 1.5
CCOC(=O)C1CCCN(C(=O)c2sc3nc(-c4ccccc4)cn3c2C)C1 (stereo unspecified) | -1.6 | 1.1 | -7.7 | 2.5 | -0.3 | 3.2 | 103.9 | x | 1.5
COC(=O)c1c(O)c2c([nH]c1=O)CCCC2 | -49.0 | x | -1.1 | -0.1 | -5.7 | -0.7 | 124.5[fluorescence artefact?] | -3.0 | 0.9
Cc1oc2cc(O)ccc2c(=O)c1Oc1ccccc1Br | -4.9 | 1.5 | -0.1 | x | 0.6 | -0.7 | 55.3 | -1.0 | 1
O=C(COc1ccc(Cl)cc1)Nc1ccc(Cl)cn1 | -0.6 | 1.3 | 8.3[fluorescence artefact?] | -2.5 | 8.4[fluorescence artefact?] | -4.3 | 101.3[fluorescence artefact?] | 10.0 | 1
CCc1ccc2c(c1)cc(CN(C(=S)Nc1ccccc1C)C1CC1)c1nnnn12 | 4.2 | x | x | -8.4 | x | 6.3 | x | -4.0 | 1
COCCSc1ccccc1C(=O)Nc1nnc(COC)s1 | 2.4 | 1.2 | -0.2 | 4.0 | 13.8 | -2.3 | 107.1 | 3.0 | 1.2
N/C(=N\c1nc(CSc2ccc(Cl)cc2)cc(=O)[nH]1)Nc1cccc2ccccc12 | 3.0 | x | x | -1.4 | x | -6.5 | x | -11.0 | 1.5
Cc1ccc(C(=O)Nc2cccc(N(C)S(C)(=O)=O)c2)cc1S(=O)(=O)Nc1ccccc1 | 4.1 | x | x | -3.6 | x | -4.0 | x | -4.0 | 1.2
CC(C)CC(=O)NCC(C)NC(=O)CC(C)C (stereo unspecified) | 14.9 | 1.3 | -4.1 | 0.1 | -4.8 | -0.7 | 150.4 | 10.0 | 1.1
O=C(C1CCN(S(=O)(=O)c2cccc3nsnc23)CC1)N1CCc2ccccc2C1 | -10.7 | 1 | -2.4 | 5.8 | 0.3 | -4.0 | 128.7 | -3.0 | 1.4
CCOC(=O)N1CCC(NC(=O)CCc2c(C)nc3c(c(C)nn3-c3ccccc3)c2C)CC1 | x | 1.2 | 25.2 | x | 39.0[fluorescence artefact?] | x | 99.4 | x | x
Cc1cc(N2CCN(S(=O)(=O)c3ccc4c(c3)OCCO4)CC2)n2ncnc2n1 | 6.7 | 1.1 | -9.0 | -2.1 | -2.0 | 1.6 | 116.9 | -18.0 | 1.4
